# DNMT1 block = inhibitors of human DNMT1; P26358; DNMT1 molecular beacon, Hinp1I cleavage, fluorescence; inhibition (reported as % activation of signal), % at 10 µM; actives 0.83% (n = 360,000); in the data active = inhibition above about 50%
# Tb MetRS inh = blocks T. brucei methionyl-tRNA synthetase activity; purified T. brucei MetRS, ATP depletion, Kinase-Glo luminescence; inhibition, % at 11.9 µM; actives 0.4% (n = 360,000); AID 624268;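 active = inhibition above a per-plate cutoff of the control wells' mean inhibition plus 3 SD, cut at about 5.5% in these data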;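 note: 0% = DMSO wells median and 100% = median of wells with control inhibitor compound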
#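 assay system = parasite MetRS enzyme | timing = 15 min preincubation, 2 h reaction, all 25 °C | evaluation = percent inhibition relative to median high and low control wells | medium = HEPES buffer containing pyrophosphatase, BSA, spermine, DTT | compound = single dose, 11.9 µM final nominal, 0.9% final DMSO | detection = Kinase-Glo luminescence, ATP depletion format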
# Scp1 inh = Scp-1 (human) phosphatase inhibition; Q9GZU7; inhibition, % at 20 µM; Recombinant Scp1, phosphopeptide, malachite green phosphate absorbance; actives 0.88% (n = 340,000);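 active = inhibition above about 50% at 20 µM, limit read from the data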;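 note: plate controls were DMSO wells with enzyme for no effect and wells lacking enzyme for full effect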
# Target sequence (Q9GZU7 76-261 limits assumed): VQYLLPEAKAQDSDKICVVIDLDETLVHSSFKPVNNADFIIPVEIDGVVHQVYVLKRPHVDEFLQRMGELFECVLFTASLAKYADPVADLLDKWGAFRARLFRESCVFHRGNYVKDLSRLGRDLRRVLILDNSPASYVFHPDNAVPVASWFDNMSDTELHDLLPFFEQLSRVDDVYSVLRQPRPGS
#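 Test system: SCP-1 phosphatase catalytic domain, residues 76-261 | Compound dosing: One concentration, 20 µM, with 1.0% DMSO | Schedule: 45 min room-temperature reaction, 5 min colour, 30 min stabiliser | Detection: Absorbance at 630 nm | Read-out basis: % inhibition of SCP-1 phosphate liberation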
# STEP inh = inhibitors of human striatal-enriched phosphatase STEP. P54829. recombinant STEP, OMFP fluorogenic substrate, fluorescence. inhibition, % at 20 µM. actives 0.25% (n = 360,000). AID 588621;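 active = inhibition at 20 µM, scaled per plate between control wells, above about 37%, limit read from the data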;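 note: 0% = DMSO with enzyme and substrate and 100% = substrate only without enzyme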
# Target sequence (P54829 whole entry, looked up): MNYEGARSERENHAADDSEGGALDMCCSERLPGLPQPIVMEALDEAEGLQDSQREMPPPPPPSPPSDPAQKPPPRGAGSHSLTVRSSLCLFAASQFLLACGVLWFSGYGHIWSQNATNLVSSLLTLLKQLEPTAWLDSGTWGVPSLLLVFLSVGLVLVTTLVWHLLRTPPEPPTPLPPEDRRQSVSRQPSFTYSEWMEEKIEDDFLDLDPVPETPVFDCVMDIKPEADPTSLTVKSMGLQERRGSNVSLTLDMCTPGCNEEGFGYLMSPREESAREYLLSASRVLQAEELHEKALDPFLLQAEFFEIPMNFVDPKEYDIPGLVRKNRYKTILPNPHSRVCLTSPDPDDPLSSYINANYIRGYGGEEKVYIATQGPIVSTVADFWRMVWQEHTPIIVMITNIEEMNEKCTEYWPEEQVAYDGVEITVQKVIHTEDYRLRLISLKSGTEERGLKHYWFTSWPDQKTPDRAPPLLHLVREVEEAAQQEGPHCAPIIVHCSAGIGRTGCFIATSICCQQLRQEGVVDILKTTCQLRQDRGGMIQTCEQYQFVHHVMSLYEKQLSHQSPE
#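 Material: STEP (striatal-enriched tyrosine phosphatase) enzyme, cell-free; Compound dosing: 20 µM single dose in 1% DMSO; Technique: fluorescence read at 480 nm ex / 540 nm em; Times: reaction 20 min, ambient temperature; Medium: 50 mM Bis-Tris pH 6.0 with 2.5 mM DTT and 0.005% Tween 20; Also added: OMFP at 25 µM.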
# CendR NRP1 mod = alters CendR peptide binding to human NRP-1; FAM-RPARPAR peptide binding to NRP-1, fluorescence polarization; inhibition, % at 25 µM; O14786; actives 0.85% (n = 360,000);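 active = inhibition or corrected inhibition above about 18%, plus a signal ratio from 0.5 to 1.5, limit read from the data, passing the limit was not always enough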; note: strong numbers were not always called active
# SUMO1-SIM PPI = SUMO1-SIM interaction modulation. P63165. SUMO1 binding to a labelled peptide, TR-FRET, 1 h. inhibition, % at 20 µM. actives 0.33% (n = 360,000); in the data active = inhibition above about 37%
# Target sequence (P63165 whole entry, looked up): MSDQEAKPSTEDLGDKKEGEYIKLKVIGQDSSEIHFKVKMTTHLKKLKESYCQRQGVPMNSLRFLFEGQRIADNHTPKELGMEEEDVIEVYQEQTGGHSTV
# SKN-1 inh = C. elegans SKN-1 inhibition | actives 0.49% (n = 360,000) | C. elegans VP596 Pgst-4::GFP/RFP ratio, acrylamide-induced, 24 h | inhibition, % at 21.8 µM;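 active = interference check ratio from 0.5 to 1.5 plus GFP to RFP signal ratio inhibition reaching or exceeding a fixed threshold, cut at about 30% in these data, passing the limit was not always enough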; note: some compounds called inactive have numbers as strong as hits
# LMPTP block = blocks human LMPTP phosphatase. P24666. recombinant LMPTP-A, OMFP fluorogenic substrate, fluorescence intensity. inhibition, % at 20 µM. actives 0.22% (n = 360,000). AID 651560;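 active = compounds that cut the enzyme signal by at least half of the control window in the single-dose screen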;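 note: plate controls were DMSO wells with enzyme plus substrate for no effect and substrate without enzyme for full effect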
# Target sequence (P24666 whole entry, looked up): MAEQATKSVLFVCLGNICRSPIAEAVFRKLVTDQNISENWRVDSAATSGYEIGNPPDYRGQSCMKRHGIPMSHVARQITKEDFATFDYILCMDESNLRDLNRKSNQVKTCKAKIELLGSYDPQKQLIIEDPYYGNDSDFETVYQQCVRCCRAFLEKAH
#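 Material: LMPTP-A; amount: 0.625 nM enzyme; doses: single 20 µM dose; times: reaction 50 min, room temperature, dark; technique: fluorescence intensity of OMFP turnover product; benchmarks: no-enzyme and uninhibited controls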
# NadD block = inhibitors of Staphylococcus aureus NadD; actives 0.78% (n = 360,000); AID 602399; inhibition, % at 20 µM; purified NadD enzyme, colorimetric absorbance read-out; in the data active = inhibition above about 26%; note: some compounds past the cut are filed as inactive
# Neddylation inh = cullin neddylation inhibition. P61081+Q13564. TR-FRET cullin neddylation, biochemical. calls only at 25 µM. actives 0.58% (n = 360,000); in the data active = inhibition above about 36%
# Starred values were filed as active, the others as inactive; i = inactive; . = no result given. Outcome played no part in choosing rows; any-hit rate near 4.6%.
SMILES,DNMT1 block,Tb MetRS inh,Scp1 inh,STEP inh,CendR NRP1 mod,SUMO1-SIM PPI,SKN-1 inh,LMPTP block,NadD block,Neddylation inh
CCCCNC(=O)c1cc2c(=O)n3cccc(C)c3nc2n(CCN2CCOCC2)c1=N,1.4,-0.8,3.2,-1.6,3.4,-17.1,1.6,1.5,-3.9,.
CC(NC(=O)CCSc1nc(-c2ccc3c(c2)OCO3)cc(C(F)(F)F)n1)c1ccccc1 (stereo unspecified),-7.5,-0.5,-14.7,2.8,7.4,-1.1,7.0,0.5,-2.7,.
COc1ccc(NC(=O)N2CCCc3cc(C)ccc32)c(OC)c1,-0.8,-0.1,-8.3,1.1,12.0,-0.2,-6.1,-0.6,3.9,i
CC(=O)N(Cc1cccs1)Cc1cc2cc(C)c(C)cc2nc1Cl,0.2,2.2,-1.9,-0.8,6.8,2.2,-14.6,0.1,-3.0,i
CCc1cc(=O)oc2c(C)c(OC(C)C(=O)N3CC[C@@]4(O)CCCC[C@H]4C3)ccc12 (stereo partly specified),-1.8,-0.9,6.8,3.6,6.4,2.9,3.3,-1.6,-0.8,i
O=C(Nc1nc2c(s1)CCCC2)c1ccc(S(=O)(=O)N2CCCc3ccccc32)cc1,-5.7,-1.2,2.8,-0.3,-4.8,-3.5,-1.1,1.3,20.5,i
NC(COCc1ccccc1)c1csc(Nc2ccc(C(=O)c3ccccc3)cc2)n1 (stereo unspecified),-11.0,-0.3,.,0.7,4.0,-58.0,12.4,1.7,22.0,.
O=C(NCN1CCN(c2ccccc2F)CC1)c1ccccc1,2.9,-0.8,-11.2,-4.0,-7.3,1.3,-9.1,0.3,-5.3,i
COc1ccc(-c2coc3c(C(=O)NCC4CCOCC4)cccc23)c(C)c1,-8.3,-0.5,.,2.2,0.7,-0.4,13.4,-1.6,-3.1,i
COc1ccc(NC(=O)c2ccc(-c3ccc([N+](=O)[O-])cc3)o2)cc1,-3.4,-0.1,-16.3,4.7,-1.6,-16.5,4.4,11.3,-0.8,i
O=C(NN=C1CCCCC1)Nc1ccccc1Cl,1.5,-0.3,-0.2,-2.2,9.9,-5.7,-3.1,-0.7,-6.8,i
CC(C)[C@H](NC(=O)c1cccc(S(=O)(=O)N2CCOCC2)c1)C(=O)OCC(=O)Nc1cccc(Br)c1,-12.6,-0.1,-9.7,0.5,3.1,-1.7,-5.2,0.5,-8.3,i
O=C(CC1SC(N2CCCC2)=NC1=O)Nc1ccc(C(=O)Nc2ncccc2O)cc1 (stereo unspecified),-4.1,-0.4,-4.7,0.1,-0.8,-14.4,6.5,0.1,0.2,i
CCOC(=O)N1CCN(C(=O)Cn2nc(-c3ccc(Cl)cc3)ccc2=O)CC1,-0.1,-0.3,-5.2,-4.6,-2.4,-10.4,-8.1,-0.5,-3.1,i
O=C(NCCS(=O)(=O)N1CCN(c2ccc(F)cc2)CC1)c1ccc(Br)o1,0.8,-0.3,0.0,-0.4,2.2,3.4,13.2,-0.7,-2.9,i
CC1CCCCN1S(=O)(=O)c1ccc(C(=O)Nc2ccccc2-c2nc3ccccc3[nH]2)cc1 (stereo unspecified),-14.7,-0.7,-17.2,1.5,2.4,1.4,10.7,1.8,28.7,i
CN(C(=O)c1cccc(NC(=O)Cc2ccc(NC(=O)C3CCCN(S(=O)(=O)c4cccc([N+](=O)[O-])c4)C3)cc2)c1)C1CCCCC1 (stereo unspecified),-14.3,-1.6,-16.7,-1.1,0.5,-9.5,13.9,-0.4,28.3,i
CSc1nc(O)c(C(c2ccccc2Cl)c2c(O)nc(SC)[nH]c2=O)c(=O)[nH]1,-38.8,3.2,-16.9,4.0,-0.8,7.9,7.1,-1.5,0.3,i
CN(C)N=Nc1nc2c([nH]1)c(=O)n(C)c(=O)n2C,-0.7,0.2,3.8,1.5,11.6,-11.0,7.2,0.5,-5.0,i
O=C1OCCN/C1=C\C(=O)c1ccccc1,3.7,0.5,31.9,-1.1,-0.3,8.0,25.6,-2.3,-8.5,i
CCOC(=O)C1C(=O)C(=O)N(Cc2ccccc2)C1C(=O)OCC (stereo unspecified),-1.8,-0.2,-5.0,-1.1,17.5,-2.5,11.8,-3.3,-4.8,i
CN(CC(=O)Nc1ccc(F)cc1)CC(=O)NC1CCCCC1,-0.2,0.1,0.5,0.3,10.8,3.3,-10.7,-0.2,-2.3,i
Cc1nnc2ccc(-c3ccc(NS(=O)(=O)c4ccccc4)cc3)nn12,-1.1,-0.2,-5.7,-0.8,-17.1,-0.4,-21.4,3.6,5.7,i
COCCNc1nnc(SCC(=O)Nc2cc(-c3ccccc3)nn2-c2ccccc2)s1,-19.2,0.5,-10.5,2.2,4.1,-2.2,14.1,-7.8,-3.3,i
Cc1ccc(-n2ncc3ccccc3c2=O)cc1Cl,-2.1,0.0,-5.7,0.1,-9.7,-5.4,1.3,1.1,0.6,i
# Carrying on:
SMILES,DNMT1 block,Tb MetRS inh,Scp1 inh,STEP inh,CendR NRP1 mod,SUMO1-SIM PPI,SKN-1 inh,LMPTP block,NadD block,Neddylation inh
CC(C)Oc1ccc(S(=O)(=O)N2CCOCC2)cc1NC(=O)c1cccc(S(=O)(=O)N2CCCC2)c1,-4.8,-0.3,-6.8,-3.5,5.1,2.0,-8.5,0.4,5.0,i
OC1CCN(Cc2ccc3ccccc3c2)CC1,3.2,-0.2,-2.2,-2.4,5.4,1.8,3.6,-1.5,-1.3,i
CCCCC(=O)N/N=C/c1ccc(N2CCOCC2)c([N+](=O)[O-])c1,0.2,0.1,-8.0,-0.8,-9.6,-17.5,5.8,1.0,-0.1,i
CC(=O)NCCNc1ccc([N+](=O)[O-])cc1C#N,2.6,0.8,-11.6,-3.5,-7.9,-16.2,-5.7,-1.1,-6.6,i
Cn1c(CC(=O)Nc2ccccc2F)nnc1SCC(=O)N1CCOCC1,0.5,-0.2,-4.5,-1.7,-9.7,5.5,3.1,-1.5,3.2,i
Oc1ccc(C2Nc3cccc4cccc(c34)N2)c(O)c1,-17.2,-0.1,24.7,3.0,6.1,20.4,9.3,7.8,21.7,i
O=C(CCS(=O)(=O)c1ccc(Br)cc1)NC1CCCCCC1,46.2,-0.4,70.2*,5.5,19.9,6.8,18.5,-2.2,-7.3,i
O=C(NC1CCCC1)C1CC(=O)N(C2CCCCCCC2)C1 (stereo unspecified),6.5,-0.6,-12.3,-2.3,-14.0,2.9,-2.3,-1.3,2.0,i
COCCN1CCN(Cc2cn[nH]c2-c2cc3ccccc3o2)CC1,1.0,-0.3,-1.8,-0.3,5.7,-1.0,1.8,-3.1,-6.0,i
O=C(COc1ccccc1Cl)NCCCNC(=O)c1ccccn1,-2.4,0.0,0.7,-2.0,-6.6,4.0,-7.4,-0.9,2.5,i
O=C(CCC(=O)c1cccs1)OCC(=O)N1CCN(S(=O)(=O)c2ccccc2)CC1,2.1,-0.4,-4.3,3.9,7.1,0.5,7.9,-1.7,1.2,i
CCCn1c(NC(=O)CCNC(=O)c2ccccc2Cl)nc2ccccc21,5.3,-0.3,-4.6,0.9,4.1,-4.3,-9.8,-1.4,3.0,i
CCc1ccc2[nH]c(=O)c(CN(Cc3ccccc3)C(=O)Nc3ccccc3OC)cc2c1,-5.5,-0.3,-3.9,-2.7,13.0,0.7,11.3,4.0,7.0,i
Cc1ccnc(NS(=O)(=O)c2ccc(NC(=O)CCS(=O)(=O)c3ccccc3)cc2)n1,4.0,1.0,-4.7,-0.9,-9.7,4.2,-9.2,-1.1,-0.4,i
N#CCCn1cnc2ccccc21,0.2,0.6,-0.3,-3.6,4.8,-5.2,5.6,-0.3,-7.8,i
Nc1ncnc(Nc2ccc(F)cc2)n1,2.3,-0.6,-11.8,2.9,5.8,-2.0,-1.3,-1.8,1.1,i
CC(C)(C)NC(=O)C(c1cccs1)N(C(=O)c1csnn1)c1ccccc1F (stereo unspecified),3.1,0.2,-11.8,-2.6,-3.2,-0.9,4.8,-0.9,-2.3,i
Cc1ccccc1C(=O)OCc1cnc(Cl)s1,1.7,-1.1,4.1,-2.3,-3.9,-0.1,-7.5,1.8,1.5,i
COc1ccc(N2CCN(S(=O)(=O)c3cn(C)c(=O)n(C)c3=O)CC2)cc1,-0.1,-0.4,-0.8,-0.1,-6.9,3.3,11.5,0.7,3.0,i
CCCS(=O)(=O)NC(=O)C1(C)CCCN(C(=O)c2c(OC)cccc2OC)C1 (stereo unspecified),0.8,0.0,.,0.1,1.1,-1.5,9.8,-2.5,-1.6,i
O=C(c1ccc(Cn2c(=S)[nH]c3ccc(Br)cc3c2=O)cc1)N1CCN(C2CCCCC2)CC1,-0.7,1.6,3.6,-2.1,-0.2,4.6,3.8,7.1,13.6,i
O=C(CNC(=S)N(Cc1ccccc1F)C1CCCCC1)NCCCN1CCOCC1,0.7,-0.8,-5.2,-1.6,-0.3,0.5,2.1,-1.5,-11.3,i
CC(C)(C)N1C(=O)[C@H]2[C@@H](c3ccc(Br)cc3)N3C(=O)N(c4ccc(Br)cc4)C(=O)[C@@]3(Cc3ccccc3)[C@H]2C1=O,-9.1,-0.4,-7.7,-0.3,-9.3,-0.1,14.9,2.0,12.3,i
Cc1ccccc1CN(C)C(=O)COC(=O)c1ccc2[nH]c(C)c(C)c2c1,-11.2,0.0,-19.1,-0.3,10.9,2.3,8.6,1.7,-7.3,i
CCCCCCn1c(C(C)NC(=O)c2ccco2)nc2ccccc21 (stereo unspecified),-7.0,-1.1,-4.6,-0.9,-3.1,8.2,12.9,1.1,-1.6,i
# The list continues:
SMILES,DNMT1 block,Tb MetRS inh,Scp1 inh,STEP inh,CendR NRP1 mod,SUMO1-SIM PPI,SKN-1 inh,LMPTP block,NadD block,Neddylation inh
COCCNC(=O)c1cccc2c(-c3cnn(C)c3)coc12,-0.6,0.4,.,-3.7,-3.3,0.0,14.2,0.0,-6.1,i
CC(=O)Nc1ccc2c(c1)NC(=O)CC2,7.6,-0.6,-9.6,2.8,-1.7,3.2,3.7,0.0,9.9,i
C=CCn1c(=N)n(CC(=O)O)c2ccccc21,4.5,-1.0,-4.3,2.8,15.5,2.9,14.1,-2.9,9.8,i
CCN(CC)S(=O)(=O)c1ccc(NC(=O)COC(=O)CCc2cc(OC)c(OC)c(OC)c2)cc1,0.6,0.1,0.5,-0.7,10.7,-1.0,-4.6,-1.8,-4.4,i
O=C(/C=C/c1cccs1)N1CCc2ccccc21,1.8,-0.9,3.7,-1.2,-9.5,-20.1,35.0*,-0.2,-0.8,i
CN(C)c1cc(N/N=C\c2ccccc2)nc(N(C)C)n1,4.9,-0.8,-3.0,1.9,35.4*,20.1,13.8,6.9,-9.9,i

# Fetched by structure from above (two):
SMILES,DNMT1 block,Tb MetRS inh,Scp1 inh,STEP inh,CendR NRP1 mod,SUMO1-SIM PPI,SKN-1 inh,LMPTP block,NadD block,Neddylation inh
CN(C)c1cc(N/N=C\c2ccccc2)nc(N(C)C)n1,4.9,-0.8,-3.0,1.9,35.4*,20.1,13.8,6.9,-9.9,i
CC(=O)Nc1ccc2c(c1)NC(=O)CC2,7.6,-0.6,-9.6,2.8,-1.7,3.2,3.7,0.0,9.9,i
